High-throughput results: PubChem, The Scripps Research Institute Molecular Screening Center
CHO parental Ca: signal in parental CHO cells, OX1R antagonist counter-screen | parental CHO-K1, ATP-induced calcium, Fluo-8 fluorescence | inhibition, % at 5.6 µM | hit rate 0.63% among 330,000;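 active means inhibition above that plate's mean sample inhibition plus 3 SD, cut at about 26% in these data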;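 further: 0% = ATP-challenged DMSO wells and 100% = DMSO wells without ATP; some compounds past the cut are filed as inactive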
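Assay system: parental CHO cells; Read-out basis: percent inhibition of ATP-evoked calcium rise, normalized to controls; Benchmarks: ATP and no-ATP DMSO wells; Compound dosing: single nominal dose of 5.6 µM per compound; Signal: Fluo-8 calcium dye fluorescence; Also added: ATP as calcium-mobilizing challenge; Repeats: singlicate.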
OXTR potentiator: potentiators of human oxytocin receptor | AID 2445 | CHO-OTR cells, Fluo-8 calcium fluorescence, potentiator mode; 0% = oxytocin EC15, 100% = EC100 | activation, % at 3 µM | hit rate 0.061% among 320,000;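 active means activation above that plate's cutoff, the mean activation of tested compounds plus 3 SD, cut at about 6.6% in these data, passing the limit was not always enough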;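 further: 100% uses oxytocin at 75 nM as the full agonist control; some results filed as inactive read as strong as hits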
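Measured by – Fluo-8 calcium dye fluorescence · Test system – human OTR in CHO cells · Dosing – one concentration, 3.0 µM compound · Controls – EC15 oxytocin alone as 0%, 75 nM oxytocin as 100% · Evaluation – normalized max/min fluorescence ratio, % activation · Timing – 6 min pre-incubation, 100 s read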
GPR7 antag: blocks human GPR7 receptor signaling; GPR7-expressing cells, fluorescence antagonist assay; hit rate 1.1% among 290,000; P48145; AID 1861; inhibition, % at 4.4 µM; in the data active means inhibition above about 16%, passing the limit was not always enough;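 further: cells stimulated with the agonist NPW; 0% = agonist with vehicle and 100% = vehicle without agonist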
Target sequence (P48145 whole entry, looked up): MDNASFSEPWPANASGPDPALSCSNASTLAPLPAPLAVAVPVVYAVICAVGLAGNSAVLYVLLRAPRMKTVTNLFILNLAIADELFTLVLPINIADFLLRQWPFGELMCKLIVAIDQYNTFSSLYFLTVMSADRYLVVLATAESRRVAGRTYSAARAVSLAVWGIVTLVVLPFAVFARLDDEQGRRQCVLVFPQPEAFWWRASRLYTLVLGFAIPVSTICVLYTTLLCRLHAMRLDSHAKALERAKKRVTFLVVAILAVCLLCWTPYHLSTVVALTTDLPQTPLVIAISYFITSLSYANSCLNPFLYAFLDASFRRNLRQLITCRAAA
OXTR ag: activates the human oxytocin receptor | P30559 | activation, % at 3 µM | hit rate 0.32% among 320,000 | CHO-OTR cells, Fluo-8 calcium fluorescence; normalized: DMSO 0%, oxytocin 100%;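 active means activation above the mean of all tested compounds plus 3 SD, cutoff set per screening run, cut at about 20% in these data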;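 further: peak over basal fluorescence ratio from a 100 s FLIPR kinetic read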
V1R ag counter: counter-screen for oxytocin receptor agonists: human V1a receptor agonists; P37288; CHO-V1R cells, Fluo-8 calcium fluorescence, agonist mode; 0% DMSO, 100% 3 nM vasopressin; activation, % at 3 µM; hit rate 0.25% among 320,000;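 active means activation above the mean activation of all tested compounds plus 3 SD, per screening run, cut at about 20% in these data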;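 further: signal is peak over basal fluorescence ratio across a 100 second FLIPR read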
Target sequence (P37288 whole entry, looked up): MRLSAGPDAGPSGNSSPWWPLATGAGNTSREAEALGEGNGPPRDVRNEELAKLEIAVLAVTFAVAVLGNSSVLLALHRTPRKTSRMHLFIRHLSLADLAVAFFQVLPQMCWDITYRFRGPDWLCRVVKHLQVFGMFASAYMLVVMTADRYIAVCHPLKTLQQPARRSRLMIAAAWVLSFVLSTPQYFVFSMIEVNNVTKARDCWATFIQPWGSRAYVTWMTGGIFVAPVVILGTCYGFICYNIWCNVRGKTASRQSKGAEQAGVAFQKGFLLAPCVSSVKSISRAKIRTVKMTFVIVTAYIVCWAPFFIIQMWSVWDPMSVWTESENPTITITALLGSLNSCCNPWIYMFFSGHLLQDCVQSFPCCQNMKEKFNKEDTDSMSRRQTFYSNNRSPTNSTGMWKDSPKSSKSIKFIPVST
CHO-K1 Ca antag: counter-screen for M1 antagonists: effect in parental CHO-K1 cells; ATP-induced calcium, Fluo-8 fluorescence; inhibition, % at 3 µM; hit rate 0.6% among 360,000;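 active means inhibition above a per-plate cutoff, the plate's mean sample inhibition plus 3 SD, cut at about 24% in these data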;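 further: 0% = DMSO plus EC80 ATP and 100% = DMSO alone without ATP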
CHO-K1 Ca PAM: M1 PAM counterscreen hit in parental CHO-K1 cells; AID 602247; ATP EC20, Fluo-8 calcium fluorescence; 0% at ATP EC20, 100% at ATP max; hit rate 0.02% among 360,000; activation, % at 3 µM;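 active means activation above the run cutoff, the mean activation of all test compounds plus 3 SD, cut at about 40% in these data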;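 further: peak over basal fluorescence ratio in a 140 s read after ATP addition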
CHO-K1 Ca ag: nonselective activator or artifact in parental CHO-K1 cells; Fluo-8 calcium fluorescence; scaled to maximal ATP response, vehicle zero; activation, % at 3 µM; hit rate 0.48% among 360,000; AID 602248; in the data active means activation above about 15%;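 further: untransfected CHO-K1 host cells lacking M1 receptor as counterscreen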
TAAR1 antag: human TAAR1 antagonism | AID 624466 | inhibition, % at 3 µM | hit rate 1.5% among 360,000 | CHO RD-HGA16 TAAR1, Fluo-8 calcium fluorescence, antagonist | Q96RJ0;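 active means inhibition above a per-plate cutoff, the mean inhibition of test compounds on that plate plus 3 SD, cut at about 49% in these data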;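 further: 0% = DMSO plus EC80 beta-PEA response and 100% = DMSO alone without agonist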
Target sequence (Q96RJ0 whole entry, looked up): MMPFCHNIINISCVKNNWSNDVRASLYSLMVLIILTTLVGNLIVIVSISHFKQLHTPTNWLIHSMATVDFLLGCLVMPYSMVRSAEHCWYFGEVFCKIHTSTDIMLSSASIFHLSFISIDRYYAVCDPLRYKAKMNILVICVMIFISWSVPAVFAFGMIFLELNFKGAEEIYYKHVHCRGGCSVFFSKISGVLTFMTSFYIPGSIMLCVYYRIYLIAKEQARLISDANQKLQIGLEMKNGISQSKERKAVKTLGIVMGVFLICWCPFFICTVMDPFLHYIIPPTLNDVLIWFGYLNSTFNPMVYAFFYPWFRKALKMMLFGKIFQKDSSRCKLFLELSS
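Assay system: RD-HGA16 CHO cells with stable hTAAR1 and Gα16 / Reagent: EC80 β-phenethylamine stimulus / Doses: 3 µM, single point / Timing: dye loading 75 min at 37 °C, then 30 min room temperature / Measured by: Fluo-8 intracellular calcium dye fluorescence, real-time kinetic reads / Controls: vehicle wells and EC80 agonist wells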
Numbers without * were called inactive; . = not tested or not shown. The order is random; any-hit rate near 3.5%.

Screens in order: CHO parental Ca | OXTR potentiator | GPR7 antag | OXTR ag | V1R ag counter | CHO-K1 Ca antag | CHO-K1 Ca PAM | CHO-K1 Ca ag | TAAR1 antag
Cc1cccc(NS(=O)(=O)c2ccc(C)c(C(N)=O)c2)c1
→ -7 | -17 | -12 | 1.0 | 4.2 | -4 | 17 | 2.9 | .
CC(=O)N1CCN(c2nc(-c3ccco3)c3c(c2C#N)CC(C)(C)SC3)CC1
→ -25 | -4 | 14 | -1.5 | -0.1 | 7 | -5 | -0.2 | 10
O=C(Nc1c(-c2ccccc2)nc2sccn12)c1ccccc1
→ -15 | -12 | 12 | -0.2 | 0.2 | 15 | -3 | 0.8 | 10
Cn1cc(C(=O)NCc2cccnc2)c(=O)c2cc(S(=O)(=O)N3CCCCCC3)ccc21
→ -31 | -9 | -10 | -1.2 | 0.0 | . | . | . | .
NC(=O)c1c(NC(=O)C2c3ccccc3Oc3ccccc32)sc2c1CCCCC2
→ -15 | -8 | -2 | -0.8 | -0.1 | -2 | -4 | 0.9 | -5
CCOC(=O)C1(C)NC(c2ccco2)C2C(=O)N(c3ccc(C)cc3)C(=O)C21 (stereo unspecified)
→ -2 | -17 | -12 | 1.2 | 2.4 | -9 | 16 | 0.7 | 2
COc1ccc(N2CCN(C(=O)CNC(=O)c3nn(-c4ccc(OC)cc4)c(=O)c4ccccc34)CC2)cc1
→ -19 | -3 | 1 | -2.3 | -0.5 | -12 | 12 | 2.0 | 14
CC(=NNC(=O)Cn1ccc(C(F)(F)F)n1)c1ccc(-n2ccnc2)cc1
→ -7 | 1 | . | 6.1 | 2.9 | -6 | 15 | 1.7 | -7
COc1ccc(-c2nc3ccc(Cl)cn3c2Cc2ccc(C)cc2)cc1OC
→ . | . | . | . | . | 3 | -7 | -0.2 | -13
COc1cc(/C=N/NC(=O)CC(=O)NC2CCCCC2)ccc1O
→ 6 | -2 | -16 | 0.5 | 0.2 | -14 | 20 | 1.1 | -12
CC(=O)N1CCN=C1SCc1cccc(C)c1
→ -9 | 4 | -9 | 1.4 | -0.6 | -1 | -10 | 0.7 | -23
COc1ccccc1C(=O)Nc1nc(N)n(-c2ccccc2)n1
→ -9 | -5 | -8 | 1.9 | 1.0 | 8 | 8 | 0.2 | 13
CC(=O)c1ccc(NC(=O)CN(c2c(C)cccc2C)S(C)(=O)=O)cc1
→ . | . | -12 | . | . | -13 | 6 | 5.0 | 1
CC(C)CNC(=O)c1cc([N+](=O)[O-])ccc1N1CCCCC1
→ -9 | -6 | 5 | -2.3 | -1.1 | -2 | 20 | -0.6 | -7
O=c1[nH]c2cc(Cl)ccc2n1-c1ccccc1
→ -17 | -13 | -11 | -2.1 | -0.3 | -5 | 9 | 0.1 | -6
O=C(Cn1nc(Cc2cccnc2)c2ccccc2c1=O)N1CCN(c2ccccn2)CC1
→ -7 | -6 | -6 | -0.6 | -0.3 | -15 | 29 | 0.6 | 2
Oc1ccc2ccccc2c1N=Nc1nccs1
→ 29 | -17 | 0 | -1.8 | -1.5 | -11 | 13 | -0.2 | 11
C/C(=N\NC(=O)c1ccc2ccccc2c1)c1cccs1
→ . | . | -8 | . | . | -6 | 5 | -0.1 | 1
CCOC(=O)c1ccc(NC(=O)Nc2ccc(Cl)cn2)cc1
→ 3 | -3 | 3 | 1.8 | 0.3 | 0 | 23 | 0.6 | 13
CCOc1cc(NC(=S)NCCOC)c(OCC)cc1NC(=O)c1ccco1
→ -24 | -16 | -5 | -0.3 | 0.6 | 0 | 3 | -0.1 | -6
COc1ccc(-c2cc(C(=O)N3CCC3)c3ccccc3n2)cc1OC
→ 7 | -12 | . | -1.5 | -0.9 | -1 | 20 | 14 | 17
COc1cccc(NC(=O)CN(C)C(=O)CSc2ncnc3sc(C)c(C)c23)c1
→ -37 | -7 | . | 0.7 | 1.2 | 0 | -15 | 0.0 | -16
Cc1[nH]c2ccc(F)cc2c1CCN(Cc1ccncc1)C(=S)Nc1ccc(F)cc1
→ -9 | -7 | 4 | 5.8 | 2.0 | -6 | 20 | 1.1 | -5
CCC(C(=O)NCCC(C)C)N(Cc1ccccc1Cl)C(=O)c1snc(C(N)=O)c1N (stereo unspecified)
→ -27 | -13 | 12 | -2.9 | -1.4 | -8 | 21 | 0.9 | -27
COc1ccc([C@H]2N[C@]3(CCCN(Cc4ccccc4)C3=O)[C@H]3C(=O)N(Cc4ccccc4)C(=O)[C@@H]23)cc1
→ . | . | . | . | . | -4 | -2 | 4.3 | 2
CCOc1cc2oc(=O)c3c(c2cc1Cl)CCC3
→ -10 | -2 | 8 | -0.9 | 0.4 | 5 | -16 | 0.0 | -8
COc1ccc(N=CC2=C(O)CC(C)(C)CC2=O)cc1OC
→ -3 | -2 | -12 | -1.4 | 0.1 | -1 | 10 | 0.3 | -41
COc1ccc(-c2noc(-c3ccccc3Cl)n2)cc1OC
→ -28 | -4 | -22 | 0.2 | 0.7 | -7 | 18 | 0.2 | 5
COc1cc(OC)cc(OC(=O)C2CCN(C3=NS(=O)(=O)c4ccccc43)CC2)c1
→ -11 | -7 | . | 2.0 | 2.3 | -13 | 6 | 4.1 | -4
O=C(CC1C[C@H](C(=O)N2CCOCC2)[C@@]2(CCC3CCCC3)c3[nH]c4ccccc4c3CCN2C1=O)NCCN1CCOCC1 (stereo partly specified)
→ -27 | -5 | . | 0.5 | 0.6 | -14 | 23 | 0.5 | 5
O=S(=O)(NC1C2CC3CC(C2)CC1C3)c1ccc(F)cc1 (stereo unspecified)
→ . | . | . | . | . | -14 | 4 | 2.5 | -41
Brc1cccc(-c2nnc(SCc3nc4ccccc4[nH]3)o2)c1
→ -14 | -16 | -4 | 1.6 | 4.4 | -8 | 6 | 2.4 | 0
O=C(c1nn2c(C(F)(F)F)cc(-c3cccs3)nc2c1Cl)N1CCCc2ccccc21
→ -14 | -2 | -7 | -0.3 | 0.2 | -5 | 15 | 0.1 | -4
O=C(NCc1ccco1)C1CCCN(S(=O)(=O)c2cccc3cccnc23)C1 (stereo unspecified)
→ -7 | -6 | -9 | -1.4 | 2.6 | 10 | -2 | 0.2 | -8
O=S(=O)(NCc1ccccc1)c1cccc2nsnc12
→ -26 | -4 | 0 | -0.6 | -0.7 | -17 | 18 | 0.4 | 3
Cc1nc(SCC(=O)N2CCc3ccccc32)n[nH]1
→ -18 | -11 | -9 | -0.5 | -0.3 | -18 | 19 | 0.3 | -6
Cc1nc2ncnn2c(C)c1CCC(=O)N1CC(C)CC(C)C1 (stereo unspecified)
→ 3 | -1 | -3 | 3.1 | 3.1 | -5 | 3 | 0.6 | 11
O=C(Nc1cccc(NC(=S)NC(=O)c2cccs2)c1)c1ccccc1
→ 3 | -7 | 2 | -2.0 | 0.2 | 11 | -8 | 0.1 | 14
O=C(C1CCCCC1)N1CCc2[nH]c3ccc(F)cc3c2C1
→ -9 | -4 | -5 | 0.3 | 1.1 | -2 | 4 | 0.8 | -12
Cc1ccc(C(=O)NCc2ccco2)cc1Br
→ -13 | -3 | 9 | -0.4 | -0.5 | 3 | -4 | -0.3 | -1
O=C(CCNS(=O)(=O)c1ccc(F)c(F)c1)NCCN1CCOCC1
→ 0 | 3 | . | 1.3 | 0.3 | 0 | 12 | 1.4 | 11
CCC(C)(C)n1nnnc1C(C(C)C)N1CCC(C(N)=O)CC1 (stereo unspecified)
→ -7 | 1 | -16 | 0.8 | -0.2 | -8 | 13 | 0.4 | -8
Cc1nc2sccc2c(=O)n1N
→ 1 | 4 | -6 | 1.6 | 0.3 | -16 | 14 | 0.2 | -1
COc1cc(NC(=O)C2COc3ccccc3O2)c(OC)cc1Cl (stereo unspecified)
→ -31 | -14 | 0 | -2.0 | -1.0 | -4 | 19 | 0.3 | 18
CN(c1ccccc1)S(=O)(=O)c1ccc(NC(=O)c2ccc(-c3ccccc3)cc2)cc1
→ 9 | -6 | -14 | 2.4 | 2.0 | 6 | 3 | 1.8 | 12
Cc1oc(-c2cccs2)nc1CN1CCC(CO)(CCOc2ccccc2)CC1
→ -14 | -14 | 8 | 2.8 | 1.0 | 11 | -16 | 0.0 | -20
COc1cccc(OC)c1C(=O)NC(=S)NCc1cccnc1
→ -1 | -12 | -12 | -0.6 | -0.1 | 3 | 18 | 0.0 | -23
C=CCCC(=O)Nc1nc(C)c(-c2csc(Nc3ccc(Cl)cc3)n2)s1
→ -3 | -9 | -4 | -1.1 | -0.3 | -10 | 2 | 0.0 | 33
CC(=O)Nc1cc2c(ccc3ccccc32)oc1=O
→ -10 | -7 | -1 | -0.1 | 0.1 | -6 | 10 | 0.0 | -7
CC1CCCCC1NCC#CCOc1ccc(Cl)cc1 (stereo unspecified)
→ -5 | -4 | 17 | 3.9 | 1.6 | -12 | 18 | 2.0 | 12

(listing goes on)
Screens in order: CHO parental Ca | OXTR potentiator | GPR7 antag | OXTR ag | V1R ag counter | CHO-K1 Ca antag | CHO-K1 Ca PAM | CHO-K1 Ca ag | TAAR1 antag
COc1cccc(C(=O)NCc2ccc(N3CCN(C(=O)OC(C)(C)C)CC3)cc2)c1
→ -12 | -5 | -6 | 0.6 | 4.7 | -5 | 16 | 0.9 | 13
Cc1ccc(NC(=O)c2ccc(-n3cccn3)nc2)cc1
→ -3 | 1 | -4 | 0.1 | 0.8 | -3 | 16 | 0.8 | 1
COc1ccc(OCCCC(=O)Nc2cc([N+](=O)[O-])ccc2C)cc1
→ 0 | -10 | 14 | -0.9 | 4.1 | 9 | 10 | 0.7 | 1
c1cnc2ncc3sccc3c2c1
→ 46* | -1 | 0 | 0.5 | 1.1 | -4 | 22 | 19* | 7
CCOC(=O)NC(NC(=O)OCC)C(=O)c1ccccc1
→ -6 | -10 | 2 | 0.3 | -0.2 | -23 | 3 | -0.4 | 10
Cc1ccc(SCn2nnc3ccccc3c2=O)c(C)c1
→ -13 | -3 | -8 | -0.2 | -0.8 | -17 | 21 | 1.6 | -1
CC(C)C(=O)Nc1c2c(nn1-c1ccccc1)CSC2
→ -13 | -5 | 2 | 7.3 | -0.1 | -16 | 18 | 0.6 | -10
COCCN(Cc1cc2cccc(C)c2n2nnnc12)C(=O)C(F)(F)F
→ -13 | 2 | 1 | -0.4 | -0.3 | 1 | 6 | 0.0 | 5
O=C(O)c1ccc(N/N=C/c2ccc(OC(=O)c3ccccc3Cl)cc2)cc1
→ 10 | -9 | -1 | 14 | 17 | 1 | -2 | 1.4 | 58*
Cc1cccc(NC(=O)Nc2c(C)n(C)n(-c3ccccc3)c2=O)c1C
→ -7 | -3 | -11 | -0.4 | -0.9 | -1 | -6 | 0.5 | -22
CCOCCCn1c(=N)c(C(N)=S)cc2c(=O)n3cccc(C)c3nc21
→ -25 | -14 | -9 | -0.8 | -1.6 | -2 | -4 | 0.6 | 4
CC(C)(O)C(=O)NNC(=S)Nc1ccc(F)c(Cl)c1
→ 2 | -6 | 5 | -0.6 | 0.1 | -8 | 19 | 0.8 | 8
